CD40 NFkB inh = CD40 pathway inhibition in BL2 cells. BL2 NF-kB luciferase reporter, CD40L-induced, 4 h. inhibition, % at 10 µM. hit rate 0.94% among 83,000. AID 1053188;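 active = mean inhibition of at least 50% with a set share of replicates also reaching that level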;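 also: 0% = neutral control wells and 100% = IKK inhibitor VII at 50 µM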
An asterisk follows results filed as active; & = joins results of further samples; [ ] = remark or other dose.

CD40 NFkB inh	compound
7	Cc1sc2nc(CSC(C)C(=O)Nc3ccc(C(N)=O)cc3)[nH]c(=O)c2c1C (stereo not drawn)
-1	COc1ccc(OCC(O)CNC(=O)Nc2ccccc2)cc1 (stereo not drawn)
4	O=C(NCc1cccnc1)C1CCC(CNS(=O)(=O)c2cccc3nsnc23)CC1 (stereo not drawn)
8	CC(C)(C)C1CCC(OC(=O)C[N+]2(C)CCCC2)CC1 (stereo not drawn)
1	Cc1ccc2nc(-c3cccnc3)c(NC3CCCCC3)n2c1
-14	CCOc1nc2c(c(-c3cccs3)c1C#N)Cc1ccccc1-2
5	CCOC(=O)C1=C(COC(=O)c2ccc(Cl)c(S(=O)(=O)N3CCOCC3)c2)NC(=O)NC1C (stereo not drawn)
19	CC(C)(C)c1cc(NC(=O)COC(=O)c2ccc(O)cc2O)n(-c2ccccc2)n1
-1	CC(C)c1ccc(/C=C/C(=O)O)cc1
12	CCN(CC(=O)N1CCCC1)S(=O)(=O)c1ccc2ccccc2c1
8	CCN1C(=O)C(F)(CC)C(=O)c2ccccc21 (stereo not drawn)
-5	CCc1cccc2c(C(=O)CSc3nnc(C4CC4)o3)c[nH]c12
3	CN1CCN(CC(=O)N2c3ccccc3Sc3ccccc32)CC1
-45	Cc1cc(C(=O)NCCC2=CCCCC2)c(C)o1
-4	Cc1cc2ccccc2n1CCNC(=O)C(C)C
6	CC(C)CN(C(=O)CCc1ccccc1Cl)c1c(N)n(Cc2ccccc2)c(=O)[nH]c1=O
-5	COc1ccc(-c2c3c(=O)n(C)c(=O)n(C)c3cn2C2CCCCC2)cc1
-7[25 µM]	O=C(C[C@H]1C[C@H]2c3cc(NS(=O)(=O)c4ccccc4)ccc3O[C@H]2[C@@H](CO)O1)N1CCOCC1
-130	Cc1cccc(C)c1OCc1cc(C(=O)N2CCC(c3ccccc3)CC2)no1
4	CSCCC(NC(=O)c1ccccc1Cl)C(=O)N(C)CC(=O)Nc1ccc(N2CCOCC2)cc1 (stereo not drawn)
8	O=C(NCCCn1ncc2ccccc21)c1cc(COc2c(F)cccc2F)on1
-2	Cc1ccc(OCC(O)CN2CCN(Cc3ccc4c(c3)OCO4)CC2)c(C)c1 (stereo not drawn)
11	CSCCC(NC(=O)c1cc(CC(C)C)oc1C)C(=O)O (stereo not drawn)
6	O=C(CCNS(=O)(=O)c1ccccc1)N1CCN(c2ccccc2)CC1
4	CC(CC(=O)N(C)CC(=O)Nc1ccc(N2CCOCC2)cc1)c1ccccc1 (stereo not drawn)
-1	CC(C)NC(=O)N(C)C[C@H]1Oc2c(NS(C)(=O)=O)cccc2C(=O)N(C)C[C@@H]1C
6	COc1ccccc1C(=O)COC(=O)CCCN=C1NS(=O)(=O)c2ccccc21
2	O=C(c1cccnc1)N1C[C@H]2[C@@H](c3ccccc31)[C@@H](CO)N2C(=O)Nc1ccccc1
15	N#C[C@H]1[C@@H](c2ccc(C#Cc3ccccc3F)cc2)[C@@H](CO)N1C(=O)C1CCOCC1
4	O=C(CN1C(=O)NC2(CCCCC2)C1=O)NCCc1ccc(Cl)cc1Cl
-22[25 µM]	COc1ccccc1C#Cc1ccc2c(c1)[C@H]1[C@H](CCN1S(=O)(=O)c1cn(C)cn1)[C@@H](CO)N2
3	COc1ccc(S(=O)(=O)N2CCC(C(=O)Nc3ccc(F)cc3)CC2)c2cccnc12
8	COC(c1ccccc1)c1nnc(CCC(=O)NCc2ccc3ncccc3c2)o1 (stereo not drawn)
0	CC(=O)N1CCN(C(=O)c2cccc(S(=O)(=O)N3CCN(c4ccc(F)cc4)CC3)c2)CC1
8[25 µM]	Cc1ccccc1S(=O)(=O)N1C[C@H](O)COC[C@H]2O[C@H](CC(=O)N3CCCCC3)CC[C@@H]21
-13	C/C(=N/NC(=O)c1ccc(Br)o1)c1cccc(NC(=O)c2ccc(C)o2)c1
4	Cc1ccc2c(cnn2C(=O)CCC(=O)NC2CCCCC2)c1
0	O=C(NC(C(=O)NCCN1CCOCC1)C12CC3CC(CC(C3)C1)C2)C1CCCCC1 (stereo not drawn)
13	CCOC(=O)N1CCN(C(=O)COC(=O)Cc2ccc(OC)cc2)CC1
4	C#CC(C)(C)NC(=O)c1ccccc1OC
2	Cc1ccc(OCC(=O)Nc2cc(-c3nn4c(C)nnc4s3)ccc2C)cc1
9	O=C(Cc1cccc2ccccc12)N/N=C/c1ccncc1
11	C1CC1Cc1noc(CN2CCN(CC3CC3)CC2)n1
6	COc1ccc(Cl)cc1-c1nc(SCC(=O)NC2CCCC2)n[nH]1
17	O=C(Nc1ccc(S(=O)(=O)N2CCCC2)cc1)C1CC(=O)N(CCc2ccccc2)C1 (stereo not drawn)
1	C[C@@H]1CN([C@H](C)CO)C(=O)c2cc(NC(=O)Cn3cnnn3)ccc2O[C@H]1CN(C)Cc1ccccc1
19	O=C(c1cccc(S(=O)(=O)N2CCCCC2)c1)N1CCc2ccccc21
14	CN(c1ccc(F)cc1)S(=O)(=O)c1ccc(Cl)c(C(=O)OCC(=O)NC2CC2)c1
-6	C[C@@H]1CN([C@@H](C)CO)C(=O)c2c(c3ccccc3n2C)-c2ccccc2CO[C@@H]1CN(C)Cc1ccc2c(c1)OCCN2C
-2	CO[C@H]1CN(C)C(=O)c2ccc(NC(=O)C3CCCC3)cc2OC[C@H](C)NC[C@H]1C
10	O=C(CN1CCC(Cc2ccccc2)CC1)NC(=O)NC1CCCCC1
-79	COc1ccc(NC2=C(Cl)C(=O)N(c3ccccc3)C2=O)c(OC)c1
-3[25 µM]	C/C=C/c1ccc([C@@H]2[C@@H](CO)N(C(=O)CN3CCOCC3)[C@H]2C#N)cc1
-3[25 µM]	O=C(C[C@H]1CC[C@H]2NC[C@H](O)COC[C@@H]2O1)NCCc1ccncc1
-5	O=C(c1ccc(NC(=S)Nc2ccc(F)cc2F)cc1)N1CCOCC1
22	COc1ccccc1NC(=O)N1CCCCN2[C@H](CO)[C@H](c3ccc(-c4ccc(C)cc4)cc3)[C@H]2C1
3	CCN(C(=O)CSc1nnnn1-c1ccc(Cl)cc1)C1CCS(=O)(=O)C1 (stereo not drawn)
8	CC1(C)C(=O)Nc2ccccc2N1C(=O)COC(=O)Cn1cnc2ccccc2c1=O
-10	COCCNC(=O)C1Cc2c(ccc3ccccc23)O1 (stereo not drawn)
-1[25 µM]	CN1CCN(C(=O)C[C@H]2CC[C@H]3[C@H](COc4ccc(NC(=O)C5CCOCC5)cc4C(=O)N3C)O2)CC1

Reprinted at random: 2 records from the list
CD40 NFkB inh	compound
10	O=C(CN1CCC(Cc2ccccc2)CC1)NC(=O)NC1CCCCC1
22	COc1ccccc1NC(=O)N1CCCCN2[C@H](CO)[C@H](c3ccc(-c4ccc(C)cc4)cc3)[C@H]2C1

More entries
CD40 NFkB inh	compound
8	O=C(C1CCCC1)N1CC(=O)N2[C@H](CO)[C@@H](c3ccc(C#Cc4cccc(F)c4)cc3)[C@@H]2C1
1	Cn1ccc(C(=O)Nc2sc3c(c2C#N)CCC3)n1
6[25 µM]	COc1cccc(-c2ccc([C@H]3[C@@H](CO)N4CCCCN(C(=O)c5ccc6c(c5)OCO6)C[C@@H]34)cc2)c1
10	C[C@H]1CN([C@@H](C)CO)C(=O)CCCn2nncc2CO[C@@H]1CN(C)C(=O)Nc1ccc2c(c1)OCO2
-6	COc1ccc(NC(=S)Nc2ccccc2)c(OC)c1
7	CCOc1ccccc1NC(=O)CC1(CC(=O)N2CCOCC2)CCCC1
-3	Oc1cccc2oc(=S)[nH]c12
99*	Cc1cc(C)cc(N2C(=O)CC(Sc3nnnn3-c3ccccc3)C2=O)c1 (stereo not drawn)
8	CCCN(CC1CC1)C(=O)CSc1ncnc2sccc12
-10	CC(=O)Nc1ccc(CC(=O)Nc2ccc3c(c2)OC2(CCCC2)O3)cc1
-38	COc1ccc(NC(=O)c2c(N)no[n+]2[O-])cc1
-5	CCOC(=O)c1nnn(-c2nonc2NC(C)=O)c1C
7	COc1ccccc1OCCn1cc(/C=N/n2cnnc2)c2ccccc21
6	O=C(Cn1cnc2ccccc2c1=O)NNC(=O)c1ccccc1F
4[25 µM]	O=C(C[C@@H]1C[C@@H]2c3cc(NS(=O)(=O)c4ccc(F)cc4)ccc3O[C@@H]2[C@H](CO)O1)NCc1cccnc1
7	CCCCN(CC)CCCNC(=O)c1csc2c1CCCCC2
2	COC(=O)c1cc2ccsc2n1CC(=O)Nc1ccc(N(C)C)cc1
3	COc1cccc(NC(=O)CN(C)C(=O)CCNS(=O)(=O)c2ccc(C)cc2)c1
3	O=C(COC(=O)Cc1ccsc1)NC1CCCCCC1
10	Cc1cccc(C)c1NC(=O)C(=O)NCC1CCCN1S(=O)(=O)c1cccs1 (stereo not drawn)
-56	Cc1nc2c(-c3ccc(F)cc3)cnn2c2c1CCC2
-65	CC(=O)c1ccc(-c2nc3ccccc3n2C)o1
14	Cc1ccc(-n2nnnc2SCC(=O)c2ccc3c(c2)NC(=O)CO3)c(C)c1
-7[25 µM]	N#Cc1ccc(-c2ccc([C@@H]3[C@@H]4CN(S(=O)(=O)Cc5ccccc5)C[C@H]3N4)cc2)cc1
-1	Cc1ccc(N)c([N+](=O)[O-])c1
-11	O=C(N/N=C/C=C/c1ccccc1)c1cccc(Br)c1
-12	c1ccc(-c2nn3c(-c4ccco4)nnc3s2)nc1
8	Cc1ccc(S(=O)(=O)N2CCCC2C(=O)NCc2ccco2)cc1 (stereo not drawn)
-2	CCOc1ccccc1C(=O)Nc1cc(C(=O)NCCc2ccccc2)ccc1Cl
-1[25 µM]	CN1CCN(CCc2ccc(Cl)c(Cl)c2)CC1

Copied from the listing, 15 compounds:
CD40 NFkB inh	compound
4[25 µM]	O=C(C[C@@H]1C[C@@H]2c3cc(NS(=O)(=O)c4ccc(F)cc4)ccc3O[C@@H]2[C@H](CO)O1)NCc1cccnc1
7	CCCCN(CC)CCCNC(=O)c1csc2c1CCCCC2
2	COC(=O)c1cc2ccsc2n1CC(=O)Nc1ccc(N(C)C)cc1
3	COc1cccc(NC(=O)CN(C)C(=O)CCNS(=O)(=O)c2ccc(C)cc2)c1
3	O=C(COC(=O)Cc1ccsc1)NC1CCCCCC1
10	Cc1cccc(C)c1NC(=O)C(=O)NCC1CCCN1S(=O)(=O)c1cccs1 (stereo not drawn)
-56	Cc1nc2c(-c3ccc(F)cc3)cnn2c2c1CCC2
-65	CC(=O)c1ccc(-c2nc3ccccc3n2C)o1
14	Cc1ccc(-n2nnnc2SCC(=O)c2ccc3c(c2)NC(=O)CO3)c(C)c1
-7[25 µM]	N#Cc1ccc(-c2ccc([C@@H]3[C@@H]4CN(S(=O)(=O)Cc5ccccc5)C[C@H]3N4)cc2)cc1
-1	Cc1ccc(N)c([N+](=O)[O-])c1
-11	O=C(N/N=C/C=C/c1ccccc1)c1cccc(Br)c1
-12	c1ccc(-c2nn3c(-c4ccco4)nnc3s2)nc1
8	Cc1ccc(S(=O)(=O)N2CCCC2C(=O)NCc2ccco2)cc1 (stereo not drawn)
-2	CCOc1ccccc1C(=O)Nc1cc(C(=O)NCCc2ccccc2)ccc1Cl

Other compounds follow.
CD40 NFkB inh	compound
6	CC1NC(=O)NC1CCCCC(=O)O (stereo not drawn)
3	O=C(c1ccc(C(F)(F)F)cc1)C1CCCN(Cc2cccn2-c2ncccn2)C1 (stereo not drawn)
25[25 µM]	CCOC(=O)NCC(Cc1ccc(OCCc2nc(-c3ccccc3)oc2C)cc1)N/C(C)=C/C(=O)c1ccc(C(F)(F)F)cc1 (stereo not drawn)
7	O=C(COC(=O)COc1ccc2ccccc2c1)NC1CCCc2ccccc21 (stereo not drawn)
-19	CCOC(=O)c1oc2ccc(Br)cc2c1COC(=O)C1=COCCO1
12	Cc1ccc(CNC(=O)C(C(=O)NCc2ccc(C)o2)c2ncc(C(F)(F)F)cc2Cl)o1
2	CO[C@H]1CN(C)C(=O)c2ccc(NC(=O)C3CCCCC3)cc2OC[C@H](C)N(C)C[C@H]1C
4	Cc1ccc(S(=O)(=O)NN=Cc2ccco2)cc1
-35[25 µM]	COc1ccccc1S(=O)(=O)N1CC[C@H]2[C@H](CO)Nc3ccc(-c4ccccc4F)cc3[C@H]21
5	O=C1[C@@H]2[C@H](C(=O)N1n1cnnc1)[C@H]1C=C[C@@H]2C1
11[25 µM]	O=C(Cc1cccnc1)N1CC(=O)N2[C@H](CO)[C@H](c3ccc(C#CC4CCCCC4)cc3)[C@@H]2C1
7	CC12CC3(C)CC(C)(C1)CC(C(=O)NCC(=O)O)(C2)C3
15	O=C(c1cccs1)N1CCN(c2nnc(-c3ccccc3)c3ccccc23)CC1
10	CSCCC(NC(=O)c1ccccc1Br)C(=O)N1CCCCCCC1 (stereo not drawn)
8[25 µM]	CCC(=O)N1[C@H](CO)[C@@H]2c3ccccc3N(S(=O)(=O)c3ccc(F)cc3)C[C@@H]21
1	COc1ccc(/C=C/C(=O)OCC(=O)N2c3ccccc3CC2C)cc1 (stereo not drawn)
-3	CN(C)c1ccc(/C=N/NC(=O)CNC(=O)c2ccncc2)cc1
0	O=C(c1ccccc1)N1CCN(C(=O)c2ccccc2)C1c1ccccc1
7	CC(=O)Nc1ccc(NC(=O)CN(C)S(=O)(=O)c2ccc3nc(C)sc3c2)cc1
3	CC1(c2ccco2)NC(=O)NC1=O (stereo not drawn)
-5	Cc1nc2ccccc2n1/N=C/c1cccnc1
-26	Cc1c(C(=O)c2ccc(N(C)C)cc2)c2ccccn2c1CCC#N
11	Cc1cc(C)c(C(=O)c2cccs2)c(C)c1
11	CCc1ccccc1NC(=O)N[C@@H](C)C(=O)O
4	Cc1nn(C)cc1CN(C)Cc1c(C(=O)N(C)Cc2ccccc2)nc2ccccn12
-5	N#C[C@H]1[C@@H](c2ccc(C3=CCCCC3)cc2)[C@H](CO)N1C(=O)Cc1ccncc1
4[25 µM]	C[C@@H]1CC=CCCNC(=O)[C@@H](Cc2ccccc2)N(C)C(=O)c2ccccc2O1 (mixture of isomers)
11	CC1SC2(NC1=O)C1CC3CC(C1)CC2C3 (stereo not drawn)
-4	CC(=O)c1ccc(N2CCN(C(=O)Nc3ccc(C)cc3)CC2)cc1
8	COc1cc(C(=O)N2CCN(C(=O)C3CC3)CC2)cc(OC)c1OC
2&6	Cn1c(=O)[nH]c(=O)c2c1nc(NCc1ccco1)n2CCCc1ccccc1

Screening data deposited in PubChem by Broad Institute.

The list is partial; rates above refer to the full screens.
